Pf growth 96h: P. falciparum growth inhibition at 96 hour, primary screen for plastid delayed-death inhibitors; P. falciparum luciferase reporter growth, 96 h; Potency, µM (series often up to 28.7 µM), without a hit: at the top dose activity change, negative = inhibition, actives largely listed as inhibitors; actives 6.9% (n = 320,000); further: potency means the concentration at half of the fitted maximal effect; on the % scale 0 is the no-effect control and ±100 the full control effect
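Infected RBCs, 2% Hct / 0.05% parasitemia final; luciferase-reporter P. falciparum; cpd 96 h, 37 C, 5% CO2; luciferase detection reagent; luminescence.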
Shiga inhibitor: blocks Shiga toxin action in Vero cells. Vero cells, Shiga toxin protein synthesis inhibition reporter. inhibition, % at 38.7 µM. actives 9.2% (n = 290,000); in the data active means inhibition mostly above about 28%, no sharp cut-off; inactive means mostly below about 43%; further: 0% is about no effect
Cycloheximide cs: counter-screen for Shiga toxin inhibitors: cycloheximide protein synthesis inhibition. cell reporter, cycloheximide protein synthesis inhibition counterscreen. AID 2314. max response, %. actives 12% (n = 300,000); in the data active means max response mostly above about 13%, no sharp cut-off; inactive means mostly below about 14%; further: read at 38.3 µM for the half of the compounds with a filed dose; 0% is about no effect
LmPK inh: LmPK (Leishmania mexicana) enzyme inhibition. Potency, µM (top dose mostly 57.5 µM), inactives show at the highest dose activity change, negative = inhibition, hits mostly inhibitors. Q27686. purified LmPK, Kinase-Glo ATP luminescence, 1 h. actives 0.37% (n = 290,000); further: potency means the concentration at half of the fitted maximal effect; on the % scale 0 is the no-effect control and ±100 the full control effect
Target sequence (Q27686 whole entry, looked up): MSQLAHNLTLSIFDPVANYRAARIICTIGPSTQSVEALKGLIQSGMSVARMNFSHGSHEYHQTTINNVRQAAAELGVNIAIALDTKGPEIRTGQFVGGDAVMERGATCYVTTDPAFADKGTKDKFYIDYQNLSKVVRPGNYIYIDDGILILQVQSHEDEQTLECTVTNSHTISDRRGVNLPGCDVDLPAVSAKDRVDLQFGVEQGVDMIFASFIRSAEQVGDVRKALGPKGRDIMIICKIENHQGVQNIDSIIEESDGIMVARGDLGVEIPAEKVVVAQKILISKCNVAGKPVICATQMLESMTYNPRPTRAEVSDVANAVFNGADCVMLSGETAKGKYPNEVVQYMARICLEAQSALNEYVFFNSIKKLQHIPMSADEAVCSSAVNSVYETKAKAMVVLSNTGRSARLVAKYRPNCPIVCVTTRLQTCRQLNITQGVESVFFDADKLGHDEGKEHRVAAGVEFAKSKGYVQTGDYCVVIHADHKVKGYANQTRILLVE
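qHTS format; LmPK 0.1 nM; substrates PEP 0.5 mM and ADP 0.1 mM. One-hour room-temperature incubation, then coupled luciferase luminescence; 0.5 nM enzyme wells mark activation.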
Pf growth 48h: inhibits P. falciparum growth in the first generation, 48 h | actives 5.9% (n = 310,000) | P. falciparum luciferase growth in erythrocytes, 48 h | Potency, µM (doses to about 28.7 µM), without a hit: at the top dose activity change, negative = inhibition, usual class: inhibitors; further: potency means the concentration at half of the fitted maximal effect; on the % scale 0 is the no-effect control and ±100 the full control effect
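Parasite viability was followed by luminescence of a genomically integrated firefly luciferase. Cultures held 0.1% parasitemia at 2% hematocrit (final), incubated under 5% CO2 at 37 C.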
Tb PYK inh: blocks Trypanosoma brucei pyruvate kinase. TbPYK enzyme, Kinase-Glo Plus ATP luminescence, 45 min. AID 624173. Q57TT1. actives 0.12% (n = 410,000). Potency, µM (titrated, usually from 76.8 µM), inactives show top-dose activity, negative = inhibition, most hits filed as inhibitors; further: potency means the concentration at half of the fitted maximal effect; on the % scale 0 is the no-effect control and ±100 the full control effect; nearly all actives have a fitted effect of over 50% in size
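Enzyme and substrate buffer are dispensed first and compound is pin-transferred. ADP at 130 uM final then starts the reaction, which runs 45 min at room temperature. Detection reagent is added for 10 min before luminescence is imaged.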
HCV inhibitor: blocks hepatitis C virus | actives 3.4% (n = 340,000) | Potency, µM (highest dose often 41.8 µM), inactives show top-dose activity change, negative = inhibition, actives largely listed as inhibitors | AID 651820 | Huh7.5.1 HCVcc-Cre infection, luciferase reporter, 44 h; further: potency means the concentration at half of the fitted maximal effect; on the % scale 0 is the no-effect control and ±100 the full control effect
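Cells seeded at 1,000/well and cultured 4 h, then compounds added followed by HCVcc-Cre virus (~0.5 moi). After 44 h further culture, luciferase substrate was added, plates held 15 min at room temperature, and luminescence read for 15 sec.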
An asterisk follows results filed as active; ? = inconclusive; . = not tested or not shown; [ ] = another dose, or the depositor's remark. Unless noted, the call rests on the fitted dose curve; in most records, active means well fitted curve in the direction sought with a large enough effect; inconclusive means small, poorly fitted or top-dose-only effect, or another doubt; inactive means no such curve, though single readings can be large; an effect the other way counts as inactive or inconclusive.

SMILES	Pf growth 96h	Shiga inhibitor	Cycloheximide cs	LmPK inh	Pf growth 48h	Tb PYK inh	HCV inhibitor
CCNC(=S)/N=C(/Nc1ccccc1)Nc1nc(C)cc(C)n1	?	12	3	3%	?	-17%	?
CCOP(=O)(OCC)C(NC(=O)Nc1ccccc1)c1ccccc1 (stereo unspecified)	-6%	1	0	0%	-6%	3%	18%
CC(C)C(c1nnnn1Cc1ccc(F)cc1)N1CCSCC1 (stereo unspecified)	15%	-1	-2	-6%	?	2%	7%
COc1ccc(NC(=O)CSc2nc(N)c(C#N)cc2C#N)cc1	?	-12	2	11%	.	2%	9%
CCCSc1nc(-c2ccccc2)cc(C(F)(F)F)c1C#N	171%[activator]	-12	-2	-4%	-1%	0%	?
CCCN(CC1CC1)C(=S)NC(=O)c1ccc(S(=O)(=O)N2CCOCC2)cc1	?	18	-3	2%	?	?	8%
COc1ccc(C(=O)Nc2ccc3ccccc3c2)c(OC)c1	?	86*	30*	-7%	105%[activator]	-1%	?
COc1ccc(C(=O)NC(C)c2nnc(SCC(=O)Nc3nc4ccccc4s3)n2C)cc1 (stereo unspecified)	?	17	1	-2%	?	-6%	-12%
CCCc1nc2oc3ccccc3c(=O)c2c(=O)n1-c1ccccc1	314%[activator]	55*	33*	5%	81%[activator]	-10%	-22%
CCOC(=O)CNC(=O)CSc1nnc(Cn2cnc3ccccc32)n1C	.	-14	-3	1%	-7%	-10%	8%
O=C(c1sc2ccccc2c1Cl)N1CCN(c2ccc(F)cc2)CC1	-7%	4	-2	3%	16%	-3%	-25%
CC(Oc1cccc(Br)c1)C(=O)NNC(=O)CCNC(=O)c1ccccc1Cl (stereo unspecified)	20%	.	.	.	4%	1%	2%
CC(=O)c1c(C)[nH]c(C(=O)CSc2ncnc3sc(-c4ccccc4)cc23)c1C	?	-8	2	-6%	0%	-9%	?
COc1ccc(CCNC(=O)CSc2c[nH]c3ccccc23)cc1OC	-1%	26	-3	9%[11.5 µM]	-1%	1%	-1%
O=C(NCc1cccs1)c1cnc2sccn2c1=O	6%	7	5	-2%	12%	2%	12%
CCOc1ccc(NC(=O)CN(c2ccc([N+](=O)[O-])cc2)S(=O)(=O)c2ccccc2)cc1	18%	-7	-1	-2%	-21%	5%	?
COc1ccc(NC(=O)c2ccco2)cc1S(=O)(=O)N1CCCCC1	-12%	-5	8	2%	4%	0%	-28%
CCn1c(SCC(=O)Nc2sccc2C(N)=O)nnc1C1CC1	3%	.	.	.	9%	-4%	7%
CCOC(=O)CSc1nnc(-c2ccc(Cl)cc2Cl)o1	?	17	-2	-12%	-9%	-12%	21%
Cc1cccc(NC(=O)CCN2CCN(C/C=C/c3ccccc3)CC2)c1	-4%	-14	-3	1%	?	0%	?
CC(C)OC(=O)c1cc(NC(=S)Nc2ccc([N+](=O)[O-])cc2)cc(C(=O)OC(C)C)c1	17%	16	10	11%	?	0%	?
O=C(NC(=S)Nc1ccc(Cc2ccncc2)cc1)c1ccccc1	?	34	37*	0%	-66%	-7%	-1%
Cc1ccc(NC(=S)N2CCN(c3ccccc3F)CC2)c(C)c1	?	-5	1	0%	6%	-5%	-20%
Cc1cccc(N(Cc2cc3ccccc3[nH]c2=O)C(=O)c2cccs2)c1	-21%	4	-1	0%	?	0%	?
Oc1c(Cl)cc(CN2CCOCC2)c2cccnc12	5.9µM*	.	.	.	4.7µM*	-4%	2.5µM*

As a short view, some entries already given:
SMILES	Pf growth 96h	Shiga inhibitor	Cycloheximide cs	LmPK inh	Pf growth 48h	Tb PYK inh	HCV inhibitor
CCNC(=S)/N=C(/Nc1ccccc1)Nc1nc(C)cc(C)n1	?	12	3	3%	?	-17%	?
CCOP(=O)(OCC)C(NC(=O)Nc1ccccc1)c1ccccc1 (stereo unspecified)	-6%	1	0	0%	-6%	3%	18%
CC(C)C(c1nnnn1Cc1ccc(F)cc1)N1CCSCC1 (stereo unspecified)	15%	-1	-2	-6%	?	2%	7%
COc1ccc(NC(=O)CSc2nc(N)c(C#N)cc2C#N)cc1	?	-12	2	11%	.	2%	9%
CCCSc1nc(-c2ccccc2)cc(C(F)(F)F)c1C#N	171%[activator]	-12	-2	-4%	-1%	0%	?
CCCN(CC1CC1)C(=S)NC(=O)c1ccc(S(=O)(=O)N2CCOCC2)cc1	?	18	-3	2%	?	?	8%
COc1ccc(C(=O)Nc2ccc3ccccc3c2)c(OC)c1	?	86*	30*	-7%	105%[activator]	-1%	?
COc1ccc(C(=O)NC(C)c2nnc(SCC(=O)Nc3nc4ccccc4s3)n2C)cc1 (stereo unspecified)	?	17	1	-2%	?	-6%	-12%
CCCc1nc2oc3ccccc3c(=O)c2c(=O)n1-c1ccccc1	314%[activator]	55*	33*	5%	81%[activator]	-10%	-22%
CCOC(=O)CNC(=O)CSc1nnc(Cn2cnc3ccccc32)n1C	.	-14	-3	1%	-7%	-10%	8%
O=C(c1sc2ccccc2c1Cl)N1CCN(c2ccc(F)cc2)CC1	-7%	4	-2	3%	16%	-3%	-25%
CC(Oc1cccc(Br)c1)C(=O)NNC(=O)CCNC(=O)c1ccccc1Cl (stereo unspecified)	20%	.	.	.	4%	1%	2%
CC(=O)c1c(C)[nH]c(C(=O)CSc2ncnc3sc(-c4ccccc4)cc23)c1C	?	-8	2	-6%	0%	-9%	?

Other records follow.
SMILES	Pf growth 96h	Shiga inhibitor	Cycloheximide cs	LmPK inh	Pf growth 48h	Tb PYK inh	HCV inhibitor
CCCC(C)(C)NC(=O)CCCCC(=O)NC(C)(C)CCC	315%[activator]	15	0	1%	95%[activator]	-1%	-5%
COc1cccc(C(=O)N2CCn3c2nc2ccccc23)c1	?	34	24*	1%	31%[activator]	-2%	-7%
Cc1nnc(NC(=O)CC(C)c2ccccc2)s1 (stereo unspecified)	?	-4	0	-1%	-7%	-2%	-2%
Cc1ccc2c(CC(=O)NC3CCS(=O)(=O)C3)coc2c1C (stereo unspecified)	?	-23	-6	0%	25%	6%	7%
CCc1nc2c(C#N)c(-c3ccc(Cl)cc3)ccn2n1	-5%	11	1	-2%	.	-2%	?
C=CCN1c2ccccc2[C@]23C[C@@H](C(=O)OC)N=C2NC(C(=O)OC)=C(C(=O)OC)[C@H]13	56%[activator]	-5	-1	3%[11.5 µM]	47%[activator]	-2%	25%
CCCS(=O)(=O)N1CCN(Cc2ccc3c(c2)c2ccccc2n3CC)CC1	35%[activator]	-12	-1	-10%	9.3µM*	14%	?
O=CN1CCC(=O)N(Cc2ccccc2)c2ccccc21	.	-7	-3	2%	3%	1%	16%
CNS(=O)(=O)c1cccc(C(=O)NC2CCCc3ccccc32)c1 (stereo unspecified)	-9%	2	-3	-4%	-6%	2%	-14%
CCc1ccc(-c2nnn(CC(=O)N(C3CCCC3)C3CCS(=O)(=O)C3)n2)cc1 (stereo unspecified)	?	.	.	.	?	3%	4%
Cc1ccc(S(=O)(=O)N(Cc2ccc(C(F)(F)F)cc2)C(=O)N2CCN(C)CC2)cc1	29%	.	.	.	-1%	0%	21%
Cc1ccsc1/C=N/NC(=O)C(O)c1ccccc1 (stereo unspecified)	-14%	12	9.6*	-10%	16%	-1%	7%
CCCNC(=O)N1CCC(c2nc3ccccc3s2)CC1	?	-4	-3	2%	1%[0.00184 µM]	0%	?
CC(NC(=O)c1ccc(N2CCCC2=O)cc1)c1ccccc1 (stereo unspecified)	?	-10	-3	0%	?	-6%	4%
CC(C)c1ccc(NC(=O)COc2nnc(-c3cccs3)c(-c3cccs3)n2)cc1	3%	-11	-4	3%	.	-2%	-23%
CC1(COc2ccc(CC3SC(=O)NC3=O)cc2)CCCCC1 (stereo unspecified)	-9%	.	.	.	-13%	-4%	.
O=C(O)C(NS(=O)(=O)c1ccccc1)C(O)c1ccccc1 (stereo unspecified)	?	.	-1	0%	48%[activator]	-5%	16%
CCOc1ccccc1NC(=O)CCC(=O)Nc1ccccc1OCC	28%	13	7	5%	.	2%	-29%
COC(=O)C1=C(C)n2cnnc2NC1c1ccc(Cl)cc1 (stereo unspecified)	-108%	26	-2	-2%	-1%	-3%	8%
CCN(CC)S(=O)(=O)c1ccc(OC)c(NC(=S)Nc2cccc(C)c2C)c1	-21%	-14	24*	1%	-13%	3%	0%
COc1ccc2nc(NC3=NCN(CC4CCCO4)CN3)nc(C)c2c1 (stereo unspecified)	?	-13	-4	1%	12µM*	.	.
COCCCNC(=O)C1CCN(C(=O)c2cc3sccc3n2Cc2ccc(F)cc2)CC1	?	-13	-2	15%	.	-12%	?
Cc1cccc(N=C2NC(=O)/C(=C/C=C/c3ccco3)S2)c1C	?	16	10	-2%	-11%	-17%	4%
COC(=O)c1ccc(Oc2c(F)c(F)nc(N3CCOCC3)c2F)cc1	-19%	-3	8	4%	25%	7%	8%
O=C(COC(=O)c1cccc(-n2cnnn2)c1)c1ccc(F)cc1	120%[activator]	.	.	.	109%[activator]	3%	28%

Reformatted with values under each structure: part of the list above.
Each structure is followed by: Pf growth 96h, Shiga inhibitor, Cycloheximide cs, LmPK inh, Pf growth 48h, Tb PYK inh, HCV inhibitor
- COc1cccc(C(=O)N2CCn3c2nc2ccccc23)c1
    ?, 34, 24*, 1%, 31%[activator], -2%, -7%
- Cc1nnc(NC(=O)CC(C)c2ccccc2)s1 (stereo unspecified)
    ?, -4, 0, -1%, -7%, -2%, -2%

(cont.)
SMILES	Pf growth 96h	Shiga inhibitor	Cycloheximide cs	LmPK inh	Pf growth 48h	Tb PYK inh	HCV inhibitor
Cc1ccc2[nH]c(=O)c(C(c3nnnn3CC3CCCO3)N3CCOCC3)cc2c1 (stereo unspecified)	47%[activator]	55	-8	0%	-1%	-4%	8%
CCCCN1C(=O)C(=O)N(CC(=O)c2ccc[nH]2)C1=O	31%[activator]	.	.	.	4%	0%	12%
CCc1cccc(NC(=O)c2sc3nc4n(c(=O)c3c2C)CCC4)c1	?	73*	28*	2%	42%[activator]	7%	-23%
COC(=O)CN(c1cc(OC)ccc1OC)S(=O)(=O)c1ccc(OC)c(OC)c1	208%[activator]	24	-1	-1%	-7%	12%	17%
FC(F)(F)c1n[nH]c(=S)n1/N=C/c1ccco1	-19%	-9	-7	5%	-2%	?	1%
Cn1c(N=Nc2ccccc2)nc2ccccc21	0.26µM*	14	40	2.2µM*	0.74µM*	14µM*	?
O=C(CCNC(=O)c1ccccc1Cl)NNC(=O)c1ccccc1O	2%	.	.	.	-2%	-3%	?
CCOc1cc(C2c3c(n[nH]c3C)C(=O)N2c2ccc(C)cc2)ccc1O (stereo unspecified)	?	27	5	0%	12%	3%	?
CN1CCN(C(=O)CNc2ccc(C(F)(F)F)cc2[N+](=O)[O-])CC1	?	-3	-2	0%	8%	-1%	?
O=C(Nc1ccc(S(=O)(=O)N2CCCCC2)cc1)C1CC(=O)N(Cc2ccccc2)C1 (stereo unspecified)	?	.	.	.	13µM*	-5%	6%
CCc1ccc(-c2nc(CS(=O)CC(=O)NCc3cccnc3)c(C)o2)cc1 (stereo unspecified)	-10%	16	18*	-14%	43%[activator]	-6%	2%
CCN(CC)S(=O)(=O)c1cccc(N=Nc2c(O)n(CC)c(=S)n(CC)c2=O)c1	-25%	-4	6	6%	23%	-5%	-1%
O=C1c2ccc(Br)cc2C(=O)N1c1ccc(Cc2ccncc2)cc1	6%	-25	-1	0%	-4%	-3%	?
Cn1c(=O)c2c(nc(SCC(=O)Nc3ccccc3)n2C)n(C)c1=O	32%[activator]	6	-4	-2%	-14%	-6%	3%

High-throughput results: PubChem BioAssay, National Center for Advancing Translational Sciences (NCATS)
